# Compound activity (PubChem)
# Shiga inhibitor: blocks Shiga toxin action in Vero cells; Vero cells, Shiga toxin protein synthesis inhibition reporter; inhibition, % at 38.7 µM; hit rate 9.2% among 290,000; AID 2315; in the data active means inhibition mostly above about 28%, no sharp cut-off; inactive means mostly below about 43%; further: 0% is about no effect
# Pf growth 48h: inhibits P. falciparum growth in the first generation, 48 h; P. falciparum luciferase growth in erythrocytes, 48 h; hit rate 5.9% among 310,000; Potency, µM (titrated, usually from 28.7 µM), for the others: at the highest dose activity change, negative = inhibition, actives largely listed as inhibitors; AID 504832; further: potency means the concentration at half of the fitted maximal effect; on the % scale 0 is the no-effect control and ±100 the full control effect
#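 Luciferase-expressing parasites in RBCs, 2% Hct / 0.1% parasitemia final; RPMI 1640 + 0.5% Albumax; 37 C, 5% CO2, one generation; luminescence read-out, lower signal = inhibition.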
# Pf growth 96h: P. falciparum growth inhibition at 96 hours; AID 504834; P. falciparum luciferase reporter growth, 96 h; Potency, µM (top dose mostly 28.7 µM), without a hit: at the top dose activity change, negative = inhibition, usual class: inhibitors; hit rate 6.9% among 320,000; further: potency means the concentration at half of the fitted maximal effect; on the % scale 0 is the no-effect control and ±100 the full control effect
#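 Cell-based qHTS: luciferase-tagged P. falciparum in erythrocytes (2% hematocrit, 0.05% parasitemia final) incubated with compounds for 96 hours, 37 C, 5% CO2; luciferase detection reagent then added and luminescence measured.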
# Sm TGR block: blocks Schistosoma mansoni thioredoxin glutathione reductase; Q962Y6; purified TGR, DTNB reduction, TNB absorbance 405 nm; Potency, µM (top dose mostly 114 µM), for the others: at the highest dose activity change, negative = inhibition, most hits filed as inhibitors; hit rate 3% among 360,000; AID 485364; further: potency means the concentration at half of the fitted maximal effect; on the % scale 0 is the no-effect control and ±100 the full control effect; nearly all actives have a fitted effect of over 60% in size
#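 TGR 20 nM + NADPH 100 uM (dispensed conc.), cpd preinc 15 min RT; start with NADPH (500 uM addition) then DTNB (15 mM addition). Kinetic TNB absorbance, 405 nm filter. Four-parameter Hill fit across titration.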
# Giardia FBPA inh: inhibitors of Giardia lamblia fructose-1,6-bisphosphate aldolase; A8B2U2; Potency, µM (titrated, usually from 59.6 µM), for inactives: at the highest dose activity, negative = inhibition, actives largely listed as inhibitors; AID 2451; purified Giardia FBPA; hit rate 0.71% among 290,000; further: potency means the concentration at half of the fitted maximal effect; on the % scale 0 is the no-effect control and ±100 the full control effect; nearly all actives have a fitted effect of over 55% in size
# Target sequence (A8B2U2 whole entry, looked up): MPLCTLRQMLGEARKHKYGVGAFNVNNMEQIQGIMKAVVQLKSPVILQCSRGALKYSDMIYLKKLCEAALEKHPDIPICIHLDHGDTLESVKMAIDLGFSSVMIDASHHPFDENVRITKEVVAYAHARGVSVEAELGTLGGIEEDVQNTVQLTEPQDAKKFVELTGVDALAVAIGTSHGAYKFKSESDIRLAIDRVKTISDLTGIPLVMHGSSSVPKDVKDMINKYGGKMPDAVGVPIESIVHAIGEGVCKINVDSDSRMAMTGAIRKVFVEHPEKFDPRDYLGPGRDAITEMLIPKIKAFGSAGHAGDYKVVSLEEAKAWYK
#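 40 nM FBPA preincubated 10 min at RT with compound (up to 57.5 uM final), then substrate plus GAPDH/TPI/NAD/arsenate coupling and diaphorase/resazurin added. Fluorescence read after 20 min at RT, 525/598 nm.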
# Cycloheximide cs: counter-screen for Shiga toxin inhibitors: cycloheximide protein synthesis inhibition; cell reporter, cycloheximide protein synthesis inhibition counterscreen; max response, %; AID 2314; hit rate 12% among 300,000; in the data active means max response mostly above about 13%, no sharp cut-off; inactive means mostly below about 14%; further: read at 38.3 µM for the half of the compounds with a filed dose; 0% is about no effect
# An asterisk follows results filed as active; ? = inconclusive; · = not tested or not shown; & = joins results of further samples; [ ] = remark or other dose. Unless noted, the call rests on the fitted dose curve; in most records, active means well fitted curve in the direction sought with a large enough effect; inconclusive means small, poorly fitted or top-dose-only effect, or another doubt; inactive means no such curve, though single readings can be large; an effect the other way counts as inactive or inconclusive.
SMILES,Shiga inhibitor,Pf growth 48h,Pf growth 96h,Sm TGR block,Giardia FBPA inh,Cycloheximide cs
Cc1ccc(C2=NCCn3nc4cc([N+](=O)[O-])ccc4c32)cc1,·,?,-41.9%,39.8µM*,·,·
CCOc1nc(NCCO)nc(NCCC2=CCCCC2)n1,-24.9,?,8.28µM*,-0.9%,0.2%,1.6
CCCNc1nc(OCC(F)(F)F)nc(OCC(F)(F)F)n1,-13.5,10.3%,·,1.9%,1.2%,-0.9
Nc1ccc2c(c1)C(=O)Cc1ccccc1S2,-4.0,21.0%,20.0%,-1.1%,-4.7%,-1.8
Cc1ccc(NC(=O)c2ccc3c(SCC(=O)O)c4c(nc3c2)CCCC4)c(Br)c1,-1.6,-18.4%,1.9%,6.3%,·,-1.8
O=C(Cc1n[nH]c(=O)c2ccccc12)Nc1cccc(S(=O)(=O)N2CCCCCC2)c1,·,9.28µM*,?,-8.2%,·,·
CC(=O)Nc1cc([As](=O)(O)O)ccc1O,6.0&-5.8,?,10.7µM*,7.08µM*,-11.3%&1.6%&4.9%,3.3&-2.8
CSc1cccc(NC(N)=O)c1,8.8,36.7%[activator],32.0%[activator],12.9%,0.5%,-0.3
COc1cccc(-c2nnc(NC(=O)c3ccc(Cl)s3)o2)c1,-1.6,?,11.7µM*,-13.3%,?,4.8
O=C(Nc1ccc(Cl)cn1)C1COc2ccccc2O1 (configuration not stated),51.0*,?,1.5%,6.9%,1.3%,28.8*
O=C(COC(=O)c1cc(Br)ccc1O)NCC1CCCO1 (configuration not stated),·,19.6%,?,-5.4%,·,·
O=C(Nc1ccc(Cc2ccncc2)cc1)c1ccc(S(=O)(=O)N2CCOCC2)cc1,-13.0,?,36.4%,4.0%,-1.0%,-2.6
CCN(CC)C(=O)OCCc1cc2ccccc2c(=O)o1,·,-0.8%,?,3.16µM*,·,·
O=C(NCC(=O)N1CCN(S(=O)(=O)c2ccccc2)CC1)c1ccc2ccccc2c1,·,10.3%,-14.2%,-33.3%,·,·
CC(=O)Nc1cc(C(=O)OCc2cccc([N+](=O)[O-])c2)ccc1C,23.3,4.8%,-2.6%,8.6%,1.5%,10.1

# Part of the list above in order of SMILES length, highest first.
SMILES,Shiga inhibitor,Pf growth 48h,Pf growth 96h,Sm TGR block,Giardia FBPA inh,Cycloheximide cs
O=C(NCC(=O)N1CCN(S(=O)(=O)c2ccccc2)CC1)c1ccc2ccccc2c1,·,10.3%,-14.2%,-33.3%,·,·
O=C(Nc1ccc(Cc2ccncc2)cc1)c1ccc(S(=O)(=O)N2CCOCC2)cc1,-13.0,?,36.4%,4.0%,-1.0%,-2.6
CCCNc1nc(OCC(F)(F)F)nc(OCC(F)(F)F)n1,-13.5,10.3%,·,1.9%,1.2%,-0.9
CCOc1nc(NCCO)nc(NCCC2=CCCCC2)n1,-24.9,?,8.28µM*,-0.9%,0.2%,1.6
CSc1cccc(NC(N)=O)c1,8.8,36.7%[activator],32.0%[activator],12.9%,0.5%,-0.3

# The results go on.
SMILES,Shiga inhibitor,Pf growth 48h,Pf growth 96h,Sm TGR block,Giardia FBPA inh,Cycloheximide cs
COc1ccc(-c2ocnc2C(=O)Nc2ccc3c(c2)CCC3)cc1,-10.8,16.9%,13.0%,-0.1%,3.4%,-4.1
CN(CC(=O)NC1CCCCCC1)S(=O)(=O)c1ccc(Br)cc1,-3.7,0.7%,4.7%,5.9%,9.3%,8.2
CCC(C)NC(=O)c1ccccc1NC(=O)c1ccc(CSc2ccc(C)cc2)cc1 (configuration not stated),-15.4,?,?,-8.7%,-0.7%,1.4
CCOc1ccc(S(=O)(=O)N2CCCCC2)cc1NC(=O)CN1C(=O)NC(C)(c2ccc(C)cc2)C1=O (configuration not stated),·,13.1µM*,7.38µM*,6.1%,·,·
Cc1c(O)c(C)c2c(c1O)C(=O)C[C@@H](c1ccccc1)O2,·,13.1µM*,?,-0.6%,·,·
CCNc1nc(NCC)nc(SCCOC(=O)Nc2ccccc2)n1,16.1,?,-10.0%,-2.8%,0.9%,15.4
CC(C)(C)c1ccc(C(=O)NNC(=O)CCC(=O)Nc2ccccc2)cc1,41.2,149.8%[activator],224.5%[activator],-22.3%,·,19.3*
O=C(c1cc(-c2ccccc2Cl)on1)N1CCN(C(=O)c2ccco2)CC1,-11.1,18.1%,-17.1%,6.0%,·,-3.5
CCCn1c(SCC(=O)Nc2nnc(C)s2)nnc1C1CC1,-18.4,?,-9.5%,-2.5%,·,4.0
Cn1cccc1CNC(=S)Nc1ccccc1Cl,18.2,-7.0%,?,2.8%,-10.4%,13.3
Cc1cccc(C)c1NC(=O)CN(C)C(=O)c1cc(S(=O)(=O)N2CCOCC2)ccc1N1CCCC1,·,?,?,13.3%,·,·
CC(CCc1ccccc1)NC(=O)c1cccnc1 (configuration not stated),-11.2,6.6%,?,0.9%,5.1%,-0.1
COc1ccc(C2CC(c3cccs3)=NN2C(=O)c2ccco2)cc1OC (configuration not stated),17.8,0.262µM*,0.131µM*,-20.5%,4.0%,2.6
Fc1ccc(/C=N/NC(=S)Nc2cccnc2)cc1,41.3,-10.3%,-26.3%,-1.2%,-6.4%,27.1*
COc1cccc(OC)c1C(=O)Nc1c(C(=O)N2CCN(C)CC2)oc2ccccc12,-2.5,-2.1%,-9.8%,-4.2%,10.5%,10.2
COc1cc2cc(C(=O)O)[nH]c2c(OC)c1OC,-14.0,·,2.5%,6.0%,11.3%,-3.6
Cc1cc(C)nc(/N=C(\N)c2c(O)[nH]c(=O)[nH]c2=O)n1,14.8,5.2%,12.6%,4.6%,-7.2%,-2.3
Cc1ccc(S(=O)(=O)N(CC(=O)Nc2cccnc2)c2cccc([N+](=O)[O-])c2)cc1,-12.2,?,?,-3.5%,·,-1.8
CCOC(=O)N1CCN(C(=O)C(=O)Nc2sc3c(c2C(N)=O)CC(C)(C)OC3)CC1,-3.2,-17.0%,?,0.3%,·,1.8
Cc1nc(C(=O)N(C)C)nn1-c1cc(Cl)ccc1Cl,-8.5,3.5%,3.8%,0.8%,-5.7%,6.5
CCC(C)NC(=O)CSc1nnc(-c2c[nH]c3ccccc23)o1 (configuration not stated),21.9,-7.7%,-1.5%,-4.2%,3.2%,1.5
COc1ccc(Cl)cc1NC(=O)COC(C)=O,-2.4,18.5%,7.1%,13.2%,-0.9%,6.7
Clc1ccc(-c2cc(C3CCNCC3)[nH]n2)cc1,-2.8,?,?,-14.9%,3.0%,14.4
COc1ccc(C/C(C)=N/NC(=S)Nc2ccccc2)cc1,86.0*,60.7%[activator],80.0%[activator],-8.2%,?,42.5
O=C1C2C(C(=O)N1c1ccc3c(c1)OCO3)C1C=CC2C12CC2 (configuration not stated),-2.8,1.4%,·,-4.6%,0.1%,1.6
COCCNC(=O)C(C)N(c1ccc(OC)cc1)S(C)(=O)=O (configuration not stated),-3.0,10.7%,·,-5.0%,2.8%,-1.4
O=C(Nc1cccc(S(=O)(=O)N2CCOCC2)c1)C1CCN(S(=O)(=O)c2ccccc2)CC1,·,?,?,-3.4%,·,·
Cc1nn(-c2ccccc2)c(Cl)c1/C=C1\SC(=S)N(CCCCCC(=O)O)C1=O,-10.2,?,-19.5%,?,?,-1.6
CC(Sc1ncnc2sc(-c3ccccc3)cc12)C(=O)NCC1CCCO1 (configuration not stated),·,?,?,-3.5%,·,·
COCCNC(=O)[C@@]1(Cc2ccccc2)C=C[C@@H](C)N1C(C)=O,45.2*,31.4%[activator],-5.9%,-6.1%,2.7%&3.2%,37.8*
CCCCOc1ccc(C(=O)Nc2ccc(SC(F)F)cc2)cc1OC,7.2,9.7%,-27.1%,-16.1%,1.0%,-2.0
O=C(c1ccc2c(c1)OCCO2)C1CCN(S(=O)(=O)c2ccc(F)cc2)CC1,-10.8,-2.7%,26.3%,-17.2%,4.6%,-3.1
Cc1ccc(C2=NN(S(C)(=O)=O)C(c3ccc4nccnc4c3)C2)cc1 (configuration not stated),46.0*,99.5%[activator],63.1%[activator],-5.3%,3.8%,18.6*
CCOC(=O)C1CN(S(=O)(=O)c2ccc(OC)cc2)c2cc(S(=O)(=O)CC)ccc2O1 (configuration not stated),-3.5,?,?,14.5%,8.0%,-1.7
COc1ccccc1OCCn1cc(C(=O)c2ccco2)c2ccccc21,35.1,11.7µM*,?,0.0%,-4.6%,18.3
CC1CCN(S(=O)(=O)c2ccc3c(c2)N(CC(=O)N(C)Cc2ccco2)C(=O)CO3)CC1,-1.5,?,?,-29.6%,3.1%,6.7
Cc1cccc(C)c1OCC(=O)NCc1nnc(SCC(=O)NC2CCCCC2)n1C,-4.7,11.7µM*,26.9%,14.1%,6.8%,-1.7
Cc1ccc(CSc2ncnc3c2cnn3-c2ccc(C)cc2)cc1,7.8,154.8%[activator],158.4%[activator],-9.5%,2.4%,15.3*
CCCCn1c(N)c(N(CC(C)C)C(=O)COC(=O)Cc2c(C)nc3ccccc3c2C)c(=O)[nH]c1=O,-5.9,?,?,-25.6%,·,-2.2
O=C(Cc1ccccc1)Nc1ccc(NC(=O)c2ccccc2)c(Cl)c1,1.8,0.0%,?,-18.1%,23.8%,1.7
Cn1cccc1CNCCc1ccccc1,-8.9,11.5%,41.1%[activator],-6.3%,·,16.4
COc1cc(CC(=O)OCC(=O)Nc2ncc(Cl)cc2Cl)cc(OC)c1OC,41.3,14.8%,4.5%,-23.1%,-1.9%,-3.1
CCCCCCC1CCC(c2nc(-c3ccncc3)no2)CC1 (configuration not stated),-8.5,·,-14.5%,-2.6%,-0.4%,-3.8
Cc1ccccc1SCC(=O)NCCCn1ccnc1,-3.3,5.1%,?,-7.5%,-5.4%,1.0
Cc1ccc(S(=O)(=O)N2CCCCC2)cc1C(=O)N(C)CC(=O)Nc1ccc(Cl)c(C(F)(F)F)c1,-5.5,?,?,3.6%,7.6%,-0.4
COc1cccc(-c2cc(C(=O)NC3CCCCC3)no2)c1,80.6*,89.1%[activator],64.6%[activator],7.5%,9.9%,19.7
COc1cccc(NC(=O)N(Cc2cc3cc(C)cc(C)c3[nH]c2=O)CC2COCCO2)c1 (configuration not stated),-15.3,9.28µM*,61.0%[activator],-6.1%,0.9%,-2.0
Cc1c(NC(=O)COC(=O)C2CC3C=CC2C3)c(=O)n(-c2ccccc2)n1C (configuration not stated),15.3,-19.7%,?,5.9%,3.5%,-2.1
COc1ccc(Cn2c(=O)n(Cc3ccco3)c(=N)c3c4c(sc32)COC(C)(C)C4)cc1,-10.2,5.86µM*,13.1µM*,-2.6%,4.6%,-2.8
COc1cc2c(cc1OC)CN(CC(=O)Nc1ccccc1SC)CC2,12.1,-33.9%,?,4.9%,2.4%,1.0
COc1ccc(NC(=O)N(CCCN(C)C)Cc2cc3cc(OC)ccc3[nH]c2=O)cc1,-0.9,?,22.1%,-1.0%,-15.4%,14.5
CCC1CCC(NC(=O)Nc2cccc(OC)c2)CC1 (configuration not stated),64.4*,53.0%[activator],-58.3%,-8.5%,0.3%,51.8*
O=c1oc2ccccc2c(O)c1C=Nc1cccnc1,40.3,-77.6%[1.15 µM],0.1%,4.4%,-10.2%,-6.9
Clc1ccccc1CNC1CN2CCC1CC2 (configuration not stated),-8.3,12.3%,-16.2%,6.7%,?,5.2
Nn1cnc2c([nH]c3ccccc32)c1=O,-8.7,12.6%,69.8%[activator],-4.2%,-3.4%,-1.1
COc1cccc(Nc2nnc(SCC3CCCCO3)s2)c1 (configuration not stated),53.0*,7.4%,?,10.2%,-10.8%,53.3*
O=C1COc2ccc(S(=O)(=O)N3CCN(c4cccc(Cl)c4)CC3)cc2N1,19.8,13.4%,13.1µM*,1.3%,·,-3.8
CN(C)c1ccc(C(=O)/C=C/c2ccco2)cc1,112.4*,169.2%[activator],99.6%[activator],44.7µM*,-10.8%,49.7*
